# influenza NS1A: NS1A inhibition, H1N1 influenza, cell based functional assay (AID 504329). NS1A functional cell-based assay, percent inhibition; higher % means a stronger effect. 340,000 tested, 0.3% active. inhibition, % at 12.5 µM; hits with a dose series show IC50 in µM; in the data active = a potency from the dose series; inconclusive = inhibition above about 27% without an active follow-up result; note: strong numbers were not always called active
# M. tuberculosis: growth inhibition of non-replicating M. tuberculosis (AID 488890); 320,000 tested, 0.39% active; inhibition, % at 25 µM, or IC50 in µM where a hit was titrated; Mycobacterium tuberculosis non-replicating, growth inhibition; higher % means a stronger effect; in the data active = a potency from the dose series; inconclusive = inhibition mostly from about 82% at the one dose, without a potency; inactive = the rest, 99 in 100 with inhibition below about 76%;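 note: plate controls were DMSO cells for no effect and high antibiotic wells for full effect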
# Salmonella PhoP GFP: PhoP regulon inhibitors, Salmonella typhi PhoP promoter GFP reporter, confirmatory (AID 1850); Salmonella Typhi PhoP-promoter GFP reporter, fluorescence, 4 h; higher % means a stronger effect; one-dose inhibition, % at 50 µM; IC50 in µM for titrated hits; 310,000 tested, 0.33% active; in the data active = a potency from the dose series; inconclusive = inhibition mostly from about 25% at the one dose, without a potency; inactive = the rest, 99 in 100 with inhibition below about 19%;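 note: 0% = induced wells with vehicle and 100% = uninduced wells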
# inhibitors of VEEV: inhibitors of VEEV TC-83 cytopathic effect, confirmation, Vero cells (AID 588727); Vero cells, VEEV TC-83 cytopathic effect inhibition; higher % means a stronger effect; inhibition, % at 20 µM; hits with a dose series show IC50 in µM; 350,000 tested, 0.13% active; in the data active = a potency from the dose series; inconclusive = inhibition mostly from about 14% at the one dose, without a potency; inactive = the rest, 99 in 100 with inhibition below about 12%; note: strong numbers were not always called active
# H37Rv inhibition: M. tuberculosis growth inhibition, HTS (AID 449762). 330,000 tested, 0.59% active. one-dose inhibition, % at 25 µM; IC50 in µM for titrated hits. M. tuberculosis H37Rv growth inhibition, 7H9 media; higher % means a stronger effect; in the data active = a potency from the dose series; inconclusive = inhibition above about 70% without an active follow-up result;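 note: bacterial growth assessed after seven days of incubation; strong numbers were not always called active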
# Numbers without * were called inactive; i = inactive; ? = inconclusive; . = not tested or not shown. The order is random (roughly 1.5% active in at least one column).
item	SMILES	influenza NS1A	M. tuberculosis	Salmonella PhoP GFP	inhibitors of VEEV	H37Rv inhibition
1	C1=C(c2ccccc2)N2CCN=C2S1	4%	4%	0%	i	3%
2	O=C(NNC(=S)NC(=O)c1ccccc1[N+](=O)[O-])c1ccccc1	-11%	5%	-3%	2.0%	24%
3	Cc1nnc(NC(=O)CSc2nnc(CNC(=O)c3ccccc3)n2-c2ccccc2)s1	2%	-21%	-9%	1.9%	-2%
4	CCOC(=O)C1CCN(c2c(NCCN(CC)c3ccccc3)c(=O)c2=O)CC1	-3%	2%	8%	0.5%	-2%
5	CCC(CC)C(=O)NCCc1ccc(S(N)(=O)=O)cc1	-2%	4%	-14%	0.5%	-1%
6	Cc1sc2nc(SC3CCOC3=O)n(Cc3ccccc3)c(=O)c2c1C (centres undefined)	-2%	16%	-7%	0.0%	-4%
7	CCOC(=O)C(=O)NCC(c1cccs1)S(=O)(=O)c1ccc(F)cc1 (centres undefined)	-11%	8%	-7%	1.4%	-1%
8	CC(C)(C)C(=O)c1cnc(Nc2ccccc2)s1	3%	35%	-8%	5.3%	0%
9	Cc1cccc(C)c1NC(=O)CNC(=O)C1COc2ccccc2O1 (centres undefined)	-6%	0%	.	0.7%	-5%
10	COc1ccccc1-c1cc(C(F)(F)F)nc(N2CCN(c3ccc(F)cc3)CC2)n1	4%	3%	-8%	5.2%	8%
11	COCCN(Cc1cc2ccc(C)cc2[nH]c1=O)S(=O)(=O)c1ccccc1	-12%	9%	0%	2.4%	0%
12	COc1cc2c(cc1NC(=S)Nc1cccc(C(F)(F)F)c1)oc1ccccc12	4%	?	10%	4.4%	?
13	CCc1noc(C)c1C(=O)Nc1nc2ccc(F)cc2s1	-10%	?	-3%	6.1%	68%
14	C[C@@H]1CC[C@H](O)/C=C/C(=O)O[C@H](C)CC[C@H](O)/C=C/C(=O)O1	-5%	-6%	6%	0.4%	-4%
15	COc1ccc(N2C(=O)[C@@H]3Cc4ccccc4CN3C2=O)cc1	2%	5%	3%	1.1%	-10%
16	CCN(CC)C(=O)c1cccc(NC(=O)c2cc(-c3ccccn3)nc3ccccc23)c1	-10%	.	.	8.2%	0%
17	Cn1c(=O)c2c(nc(N3CCOCC3)n2CCc2ccccc2)n(C)c1=O	3%	1%	2%	2.9%	-7%
18	CN1C(=O)C2(OCCCO2)c2ccccc21	-2%	-10%	-2%	0.7%	4%
19	CCOC(=O)c1cc(-c2ccccc2)nn1Cc1cc(C)no1	1%	-11%	-1%	3.8%	3%
20	CCOC(=O)c1ccc(NC(=S)NC(=O)COc2ccccc2)cc1	-1%	?	8%	7.4%	?
21	Fc1c(F)c(F)c(N/N=C/c2c[nH]c3ccccc23)c(F)c1F	-2%	-9%	6%	i	29%
22	CCN1CCN(c2ccc(NC(=O)c3ccco3)cc2Cl)CC1	8%	.	10%	1.8%	5%
23	N#CC1=C(N)OC2=C(C(=O)CCC2)C1c1ccc(OC(=O)N2CCOCC2)cc1 (centres undefined)	10%	-26%	-14%	1.5%	-6%
24	O=C1c2ccccc2C(=O)N1CCCON1C(=O)c2ccccc2C1=O	-2%	-9%	3%	0.6%	-1%
25	Cc1ccc(NC(=O)Nn2cnnc2)cc1	1%	-6%	-10%	5.8%	-2%
26	Oc1ccc(-c2nccc(-c3ccc(Cl)cc3Cl)n2)cc1	5%	5%	-6%	1.5%	26%
27	O=C(CC1SC(N2CCCCC2)=NC1=O)Nc1cccc(C(=O)N2CCCC(C(F)(F)F)C2)c1 (centres undefined)	4%	.	.	1.2%	.
28	O=C(NC(N1CCCCCC1)C(Cl)(Cl)Cl)c1ccccc1Cl (centres undefined)	2%	22%	-8%	i	-5%
29	CCOc1ccc(C(=O)Nn2cnnc2)cc1	-2%	-3%	0%	0.1%	7%
30	CCc1ccc(OCC(=O)Nc2cc(S(=O)(=O)CC)ccc2O)cc1	5%	14%	0%	0.6%	4%
31	CCn1c(CNC(=O)COc2ccc(C(C)C)cc2)nnc1SCC(=O)Nc1ccccc1	5%	36%	1%	0.6%	-2%
32	CCc1noc(C)c1C(=O)N(C)CC(=O)Nc1ccccc1C(F)(F)F	-3%	-3%	6%	i	-5%
33	CCc1ccccc1NC(=O)Cn1ccn(-c2ccc(OC)cc2)c(=O)c1=O	5%	-2%	-11%	1.1%	6%
34	Cc1cc(C)cc(NC(=S)NCCSc2ccc(Cl)cc2)c1	8%	?	-2%	i	3%
35	O=S(=O)(c1cccc(-c2csc(N/N=C/c3ccco3)n2)c1)N1CCOCC1	9%	2%	1%	3.0%	5%
36	COc1ccc2c(c1)[C@H]1[C@H](CO2)[C@H](c2ccccc2)[C@]2(C)C(=O)Nc3cc(F)ccc3C(=O)N12	-5%	34%	.	2.3%	-8%
37	Cc1cc(SCC(=O)NC(=O)NCc2ccco2)nc2c(C)cccc12	4%	18%	-10%	0.3%	-10%
38	N#Cc1nc(-c2ccco2)oc1N1CCC(C(N)=O)CC1	-15%	-9%	-3%	3.7%	3%
39	Cn1ncc2c(Nc3cccc(C(=O)O)c3)ncnc21	4%	-5%	1%	0.4%	6%
40	O=S(=O)(c1ccc2ccccc2c1)N(CC(O)COCc1ccco1)c1ccccc1 (centres undefined)	1%	-10%	-14%	i	-4%
41	CCn1c(SCC(=O)N/N=C/C(C)=C\c2ccco2)nnc1-c1ccccc1	-1%	3%	-3%	i	-4%
42	Cc1cccc2cc(CN(Cc3ccco3)C(=O)Nc3cccc(C#N)c3)c(Cl)nc12	-3%	12%	-13%	2.5%	9%
43	CCOc1ccc(N2CC(C(=O)Nc3cccc(C(=O)NC4CC4)c3)CC2=O)cc1 (centres undefined)	-3%	10%	.	1.2%	11%
44	O=C(Nc1nc(-c2ccccc2)cs1)C1CCCN(S(=O)(=O)c2cccc([N+](=O)[O-])c2)C1 (centres undefined)	0%	25%	0%	9.2%	7%
45	CN(CC(=O)N1CC=C(c2ccccc2)CC1)S(=O)(=O)c1cnc[nH]1	-3%	12%	0%	5.2%	-8%
46	COc1cccc(NC(=O)CCCOc2cc(=O)n(C)c3ccccc23)c1	-5%	-14%	-11%	6.3%	1%
47	CN(CCCC(=O)N1CCN(c2ncccn2)CC1)S(=O)(=O)c1ccc(F)cc1	-13%	10%	.	i	-1%
48	CN(C)S(=O)(=O)c1cccc(NC(=S)NC23CC4CC(CC(C4)C2)C3)c1	-6%	62%	4%	2.2%	-4%
49	COc1ccc(NS(=O)(=O)c2ccc(N)c(C(=O)O)c2)cc1	-8%	4%	1%	0.9%	8%
50	CCC(C)NCCCOc1ccc(Cl)cc1C(C)(C)C (centres undefined)	-3%	36%	-6%	0.5%	2%
51	COc1cc(C(=O)NCC(=O)N2CCN(S(=O)(=O)c3cc(C)ccc3C)CC2)cc(OC)c1OC	11%	-2%	-8%	8.2%	-13%
52	O=C1NCCCc2nc(Oc3ccccc3)sc21	10%	-7%	-15%	1.2%	1%
53	Cn1nccc1C(=O)N1CCN(c2cccc(Cl)c2)CC1	-10%	9%	9%	2.5%	1%
54	N#CCc1ccc(NC(=O)c2ccc(S(=O)(=O)N3CCOCC3)cc2)cc1	-12%	-5%	-5%	3.2%	-14%
55	Cc1c(NC(=O)CC(O)(C(F)(F)F)C(F)(F)F)c(=O)n(-c2ccccc2)n1C	-1%	4%	-13%	i	5%
56	COc1cc(Cl)c(C)cc1NC(=O)c1ccccc1NC(=O)CN1CCN(c2ccccn2)CC1	-1%	.	.	5.4%	.
57	CCCCCC(=O)Nc1nc(C)c(-c2csc(Nc3ccccc3OC)n2)s1	0%	8%	13%	7.2%	17%
58	Nc1nc(SCc2ccccc2)c2ncn(CCO)c2n1	-1%	.	.	3.6%	.
59	CCOC(=O)c1c(C)[nH]c(C(=O)N2CCC(C(=O)OCC)CC2)c1C	-12%	0%	1%	1.8%	0%
60	c1ccc(CCCN2CCN(CCOC(c3ccccc3)c3ccccc3)CC2)cc1	11%	?	-4%	i	?

# Entries shown so far that contain a COOH group:
item	SMILES	influenza NS1A	M. tuberculosis	Salmonella PhoP GFP	inhibitors of VEEV	H37Rv inhibition
39	Cn1ncc2c(Nc3cccc(C(=O)O)c3)ncnc21	4%	-5%	1%	0.4%	6%
49	COc1ccc(NS(=O)(=O)c2ccc(N)c(C(=O)O)c2)cc1	-8%	4%	1%	0.9%	8%

# Other records follow:
item	SMILES	influenza NS1A	M. tuberculosis	Salmonella PhoP GFP	inhibitors of VEEV	H37Rv inhibition
61	CN(C(=O)c1ccc(S(=O)(=O)N2CCCC2)cc1)C1CCCCC1	-5%	24%	-7%	6.6%	-2%
62	COc1ccc(C(=O)c2ccsc2N)cc1	-12%	75%	0%	i	7%
63	CCOC(=O)C(=NCCCN(C)C)NNc1ccc(Br)cc1	-7%	3%	-4%	i	?
64	Clc1ccc(-n2nnc(-c3cccnc3Cl)n2)cc1Cl	-24%	0%	-3%	i	-3%
65	CCN1CCN(CCCN(Cc2ccco2)C(=S)Nc2ccc(C)c(Cl)c2)CC1	5%	43%	-6%	0.4%	-9%
66	COc1ccccc1NC(=O)CCCC(=O)OC(C)C(=O)c1ccccc1 (centres undefined)	3%	1%	9%	0.9%	-8%
67	CCOC(=O)N/N=C/c1ccccc1F	20%	3%	-2%	2.4%	-1%
68	CCN(CC)S(=O)(=O)c1ccc(N2CC(C(=O)N3Cc4ccccc4CC3C(N)=O)CC2=O)cc1 (centres undefined)	-2%	29%	.	2.3%	5%
69	Cc1ccccc1C1C(=O)c2ccccc2C1=O	-5%	56%	-11%	0.2%	?
70	CCOc1ccc2oc(C(=O)NNC(=O)c3ccccc3O)c(C)c2c1	-2%	-11%	-8%	3.3%	6%
71	O=C(NCCc1ccccc1)c1noc2c1CCc1ccccc1-2	-2%	-8%	0%	1.5%	1%
72	Cc1nc(SCC(=O)Nc2nccs2)c(C#N)c(C)c1C	4%	9%	.	0.8%	-8%
73	CC(=O)OC1(C(C)=O)CCC2C3CC(C(F)(F)F)C4=CC(=O)CCC4(C)C3CCC21C (centres undefined)	2%	.	.	11%	.
74	Cc1ccc(S(=O)(=O)N2CCCC(C(=O)NCCC3=CCCCC3)C2)cc1 (centres undefined)	0%	-17%	1%	1.0%	-1%
75	Cc1ccccc1-n1c(=S)[nH]c2nc3c(cc2c1=O)CCCC3	-9%	3%	-3%	4.2%	-7%
76	CN1C[C@@H]2C(c3ccc(C(F)(F)F)cc3)C3(c4ccccc4)CC2(C3)[C@H]1c1ccccc1 (some centres undefined)	-16%	9%	11%	i	24%
77	CCNC(=S)N/N=C(\C)c1ccc2c(c1)OCCO2	-2%	?	-5%	0.2%	64%
78	CC(=O)c1cccc(N(C(=O)c2ccccn2)C(C(=O)NC2CCCCC2)c2cccs2)c1 (centres undefined)	-18%	20%	-5%	i	3%
79	CN(Cc1cccs1)C(=O)CSc1nc(N)cc(N)n1	-9%	-4%	1%	2.2%	0%
80	CCc1ccc(OCC(=O)NC2CC(C)(C)NC(C)(C)C2)cc1	-5%	-5%	-5%	0.9%	-8%
81	COC(=O)C1(CO)NC(c2ccc(C)cc2)C2C(=O)N(c3ccccc3)C(=O)C21 (centres undefined)	-4%	-10%	-7%	0.6%	6%
82	COC(=O)Cn1nc(-c2ccccc2)c2ccccc21	1%	5%	-5%	1.6%	31%
83	CCN1CCN(c2ccc(S(=O)(=O)N3CCOCC3)cc2NC(=O)c2cc(Cl)nc3ccccc23)CC1	-5%	-2%	1%	i	-4%
84	CCCC(C)c1nnc(NC(=O)CN2C(=O)c3ccccc3C2=O)s1 (centres undefined)	-8%	-6%	6%	0.8%	-2%
85	CCC(C)N(C(=O)CSc1nc(C)c(C)c(C)c1C#N)C1CCS(=O)(=O)C1 (centres undefined)	-2%	0%	.	i	-8%
86	CC(C)(C)c1nnc(NS(C)(=O)=O)s1	-7%	10%	-18%	i	5%
87	CC(=O)OCC(=O)C1(O)CCC2C3CC(C)C4=CC(=O)C=CC4(C)C3=CCC21C (centres undefined)	10%	.	.	3.2%	.

# Some entries already given, limited to H37Rv inhibition.
nr	SMILES	H37Rv inhibition
86	CC(C)(C)c1nnc(NS(C)(=O)=O)s1	5%
82	COC(=O)Cn1nc(-c2ccccc2)c2ccccc21	31%
84	CCCC(C)c1nnc(NC(=O)CN2C(=O)c3ccccc3C2=O)s1 (centres undefined)	-2%
83	CCN1CCN(c2ccc(S(=O)(=O)N3CCOCC3)cc2NC(=O)c2cc(Cl)nc3ccccc23)CC1	-4%
81	COC(=O)C1(CO)NC(c2ccc(C)cc2)C2C(=O)N(c3ccccc3)C(=O)C21 (centres undefined)	6%

# Source: PubChem (Southern Research Specialized Biocontainment Screening Center)
